HSF1 inhib = HSF1 inhibition; NIH3T3-HGL HSE-luciferase, MG132-induced, luminescence 8 h; hits give low values; activity change, negative = inhibition, % at 7.5 µM (by protocol); 0.77% of 300,000 active; AID 2098;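 active = more than half of replicate wells show activity change below -50%, luminescence cut by over half; inconclusive = some wells, but at most half, below -50%; inactive = no replicate well below -50%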;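 note: luciferase reports HSF-1 transcriptional activity via heat shock element; 0% = median of DMSO wells and -100% = zero luminescence signal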
Dyrk1A ADPGlo = inhibitors of rat Dyrk1A kinase; AID 504441; Q63470; ADP-Glo luminescence, NFATc1 peptide; inhibition, % at 12.5 µM; 0.43% of 310,000 active; in the data active = inhibition above about 50%;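 note: plate controls were vehicle with enzyme for no effect and no enzyme for full effect; many of its hits are not listed in these tables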
AI-2 QS mod = modulators of Vibrio harveyi AI-2 quorum sensing system. Vibrio harveyi JMH597 AI-2 luminescence/OD600 ratio, 9 h; hits give low values; strain lacks LuxN and CqsS sensors; 0 = neutral-control median. activity change, % at 7.5 µM. 0.4% of 300,000 active. AID 2094; in the data active = activity change below about -75%, passing the limit was not always enough; inconclusive = no clear call, values can overlap the other calls;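 note: luminescence divided by OD600 gain over 9 h not by final OD600 alone; inactives centre near 13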
GSK3A inh = human GSK-3 alpha kinase inhibition | inhibition, % at 10 µM | P49840 | ADP-Glo luminescence, 60 min | AID 2650 | 0.1% of 320,000 active;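 in the data active = inhibition above about 50%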;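 note: GST-tagged GSK-3 alpha with peptide substrate and 25 µM ATP; 0% = DMSO neutral wells and 100% = GW8510 positive control wells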
Target sequence (P49840 whole entry, looked up): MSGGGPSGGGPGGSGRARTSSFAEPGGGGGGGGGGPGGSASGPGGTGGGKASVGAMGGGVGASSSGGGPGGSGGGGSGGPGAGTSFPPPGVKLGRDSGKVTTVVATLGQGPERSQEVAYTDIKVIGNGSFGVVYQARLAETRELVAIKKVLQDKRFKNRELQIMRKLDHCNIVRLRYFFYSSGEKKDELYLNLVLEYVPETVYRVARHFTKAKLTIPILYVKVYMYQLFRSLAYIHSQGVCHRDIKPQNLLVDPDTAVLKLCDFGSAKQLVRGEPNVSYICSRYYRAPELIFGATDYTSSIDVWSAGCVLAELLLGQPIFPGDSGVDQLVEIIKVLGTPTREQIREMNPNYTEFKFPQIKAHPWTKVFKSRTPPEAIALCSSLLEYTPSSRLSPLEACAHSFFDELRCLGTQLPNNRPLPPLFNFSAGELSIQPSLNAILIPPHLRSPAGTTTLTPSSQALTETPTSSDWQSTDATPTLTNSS
GSK3beta inhib = human GSK3beta kinase inhibition; AID 2097; activity score (negative = inhibition), % at 10 µM; GST-GSK3beta kinase, ADP-Glo luminescence, 60 min; hits give low values; 0.038% of 300,000 active; P49841;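 active = more than half of replicate wells score below -50%, meaning over 50% inhibition versus plate controls; inconclusive = some replicates but at most half score below -50%; inactive = no replicate scores below -50%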;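 note: 0% = median DMSO wells and -100% = median GW8510 positive control wells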
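Assay system: GST-fused GSK3beta enzyme, cell-free / Medium: Tris pH 7.5 buffer with MgCl2, DTT, BSA, heparin / Also added: peptide substrate plus 25 µM ATP (final) / Compound: 10 µM single point / Timing: kinase reaction with compound 60 min at room temperature / Detection: ADP-Glo luminescence / Benchmarks: DMSO neutral wells and GW8510 at 20 µM as positive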
HDAC3 inh = human HDAC3 inhibition | O15379 | recombinant HDAC3, fluorogenic peptide/trypsin coupled, fluorescence | inhibition, % at 8.3 µM | 0.15% of 320,000 active; in the data active = inhibition above about 26%, passing the limit was not always enough; inconclusive = no clear call, values can overlap the other calls
Target sequence (O15379 whole entry, looked up): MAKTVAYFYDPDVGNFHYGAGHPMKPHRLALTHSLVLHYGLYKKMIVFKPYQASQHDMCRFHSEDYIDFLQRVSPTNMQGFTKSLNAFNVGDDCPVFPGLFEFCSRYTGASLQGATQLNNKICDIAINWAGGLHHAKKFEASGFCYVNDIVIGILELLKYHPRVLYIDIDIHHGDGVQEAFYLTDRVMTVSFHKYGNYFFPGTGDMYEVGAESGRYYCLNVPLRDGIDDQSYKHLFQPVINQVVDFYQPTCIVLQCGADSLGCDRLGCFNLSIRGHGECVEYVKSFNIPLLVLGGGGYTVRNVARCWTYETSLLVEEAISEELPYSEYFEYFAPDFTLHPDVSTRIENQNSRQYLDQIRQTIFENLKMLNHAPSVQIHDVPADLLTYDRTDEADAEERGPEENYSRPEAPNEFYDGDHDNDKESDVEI
Platelet DG rel = platelet dense granule release activity; human platelet-rich plasma, SFLLRN dense granule ATP release, luminescence; inhibition, %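 (compounds screened at 7.5 µM in platelet-rich plasma)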; 0.22% of 300,000 active; AID 1663;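 active = mean replicate score, as percent of positive control, at or above 50; inconclusive = mean below 50 but at least one replicate at or above 50; inactive = mean and every replicate below 50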
HSP90 refold inh = blocks HSP90-mediated luciferase refolding in reticulocyte lysate; 0.91% of 290,000 active; inhibition, % at 5.6 µM; Rabbit reticulocyte lysate, luciferase refolding luminescence, 3 h; AID 1789;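 active = inhibition above the screen-wide mean plus 3 SD, computed separately per campaign, cut at about 16% in these data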;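 note: 0% = DMSO wells and 100% = 60 µM geldanamycin wells; inhibitors lower the luminescence because luciferase stays unfolded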
HSF1 activator = increases HSF-1 driven luciferase reporter signal | NIH3T3-HGL HSF-1 luciferase reporter, MG132, 8 h; 100% = twice DMSO control signal | activation, % at 9 µM | 1.7% of 300,000 active | AID 504408;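 active = mean replicate activation of at least 50% with a set share of replicates each reaching 50%; inconclusive = only one of those two conditions met; inactive = mean below 50% and too few replicates reaching it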;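 note: 0% = median of the neutral control wells and 100% = twice that signal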
PolyA inhibitor = yeast polyadenylation inhibition. 0.02% of 300,000 active. calls only at 12 µM. AID 1875. S. cerevisiae SKY197-pL101 polyadenylation reporter, beta-gal luminescence; efflux-impaired pdr1/pdr3 knockout yeast; score 100 = 6 SD above DMSO;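 active = lowest replicate activity score at least 50, where 100 means six control SD above control mean; inconclusive = lowest score under 50 but half or more replicates reach 50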;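 note: yeast exposed to compound for 9 h at 30 °C; higher score means more reporter readthrough which indicates perturbed polyadenylation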
The depositor's hits bear a star; i = inactive; ? = inconclusive; nt = not tested or not shown. The list is partial (hit frequency here may not be typical).

1. NC(=O)c1ccc(Br)c(S(=O)(=O)N2CCCCC2)c1
2. COc1ccc(C(=O)Nc2nc(C)cs2)cc1S(=O)(=O)N1CCCC1
3. O=C(CN1C(=O)c2cccc3cccc(c23)C1=O)N1CCN(c2ccccn2)CC1
4. CC(Sc1nc2ccccc2c(=O)n1C)C(=O)N(C)C1CCCCC1 (stereo not drawn)
5. Cc1ccc(-c2nnn(CC(=O)N3C(C)CCCC3C)n2)cc1 (stereo not drawn)
6. CN1CCN(Cc2nc3c(c(=O)n(C)c(=O)n3C)n2CCCc2ccccc2)CC1
screen / no.	1	2	3	4	5	6
HSF1 inhib	-5	-5	-8	0	3	-1
Dyrk1A ADPGlo	4	5	2	2	-5	1
AI-2 QS mod	-18	10	11	19	39	2
GSK3A inh	-1	-1	0	2	2	0
GSK3beta inhib	16	1	-2	-1	1	3
HDAC3 inh	3	3	-2	-2	-5	-1
Platelet DG rel	-1	9	-3	-1	2	6
HSP90 refold inh	3	0	-1	nt	-5	-1
HSF1 activator	1	14	2	-6	14	9
PolyA inhibitor	i	i	i	nt	i	i

7. CCCC(=O)Nc1ccc(Cl)c(-c2nc3ncccc3o2)c1
8. COc1ccc(C(=O)n2c(C)c(CCO)c(=O)n2C)cc1
9. Cc1ccc(OCC(=O)c2c(O)c3ccccc3oc2=O)cc1C
10. CC(NC(=O)C1CCC1)c1ccc(Cl)cc1 (stereo not drawn)
11. CC(=O)N1CCN(CC(=O)Nc2cc(F)ccc2C)CC1
12. CCOc1ccc(NC(=S)NC23CN4CN(CN(C4)C2)C3)cc1
screen / no.	7	8	9	10	11	12
HSF1 inhib	5	-3	2	3	-3	-4
Dyrk1A ADPGlo	24	2	-9	3	12	-6
AI-2 QS mod	17	24	24	1	3	6
GSK3A inh	5	0	nt	-3	-3	-3
GSK3beta inhib	-10	4	-16	-4	2	0
HDAC3 inh	-2	-12	4	nt	0	-7
Platelet DG rel	1	4	14	4	0	-3
HSP90 refold inh	23*	-3	-4	1	0	1
HSF1 activator	40	5	0	7	1	5
PolyA inhibitor	i	i	i	i	i	i

13. CCOc1ccccc1N1CC(C(=O)N(C)Cc2cccnc2)CC1=O (stereo not drawn)
14. O=C1N(Cc2cccnc2)C[C@@H]2C[C@@H](c3ccc(C(F)(F)F)cc3)N3CCC[C@@]123
15. COc1ccc(-c2nnc(SCC(=O)N3CCN(c4ccccc4)CC3)o2)cc1OC
16. O=C(Oc1ccc2ccccc2c1)c1cncc(Br)c1
17. CCC1CN(C(=O)N2CCC(C(=O)NCCc3ccc(OC)cc3OC)CC2)c2ccccc2O1 (stereo not drawn)
18. COCCOC(=O)C1=C(N)Oc2c(oc(CO)cc2=O)C1c1c(F)cccc1Cl (stereo not drawn)
screen / no.	13	14	15	16	17	18
HSF1 inhib	-1	0	1	nt	12	-4
Dyrk1A ADPGlo	-2	3	13	-5	3	14
AI-2 QS mod	18	16	18	0	15	17
GSK3A inh	-2	-2	nt	-1	1	-1
GSK3beta inhib	4	0	1	4	2	-5
HDAC3 inh	-7	-6	4	1	4	-4
Platelet DG rel	35	4	-2	-11	1	9
HSP90 refold inh	0	-2	2	9	0	-3
HSF1 activator	-9	-14	-1	nt	-7	-4
PolyA inhibitor	i	i	i	i	i	i

19. O=C(C1CC1)N1CCN=C1SCc1ccc(F)cc1
20. CC(C)NC(=O)CN1CCN(c2ncccn2)CC1
21. CCOC(=O)c1c(NC(=O)CSc2nnc(-c3ccccc3C)n2C)sc(C(C)=O)c1C
22. CCN(CC)C1=N/C(=C\c2ccc(OC)cc2)C(=O)N1c1ccccc1
23. O=C(O)C(C(=O)O)=C1C2CC3CC(C2)CC1C3
24. Cc1nc2ccccc2c2oc(C(=O)N3CCCC(C)C3)cc12 (stereo not drawn)
screen / no.	19	20	21	22	23	24
HSF1 inhib	2	-3	5	-4	-6	2
Dyrk1A ADPGlo	-15	5	1	3	nt	5
AI-2 QS mod	21	13	18	5	15	18
GSK3A inh	-2	-5	-1	nt	-3	3
GSK3beta inhib	1	-2	1	1	5	-1
HDAC3 inh	9	0	4	nt	4	0
Platelet DG rel	-23	-5	-4	-3	6	-2
HSP90 refold inh	-1	0	3	5	-5	-6
HSF1 activator	9	5	5	-12	-6	8
PolyA inhibitor	i	i	i	i	i	i

Structural class, the compounds so far containing a Cl atom (three)
7. CCCC(=O)Nc1ccc(Cl)c(-c2nc3ncccc3o2)c1
10. CC(NC(=O)C1CCC1)c1ccc(Cl)cc1 (stereo not drawn)
18. COCCOC(=O)C1=C(N)Oc2c(oc(CO)cc2=O)C1c1c(F)cccc1Cl (stereo not drawn)
screen / no.	7	10	18
HSF1 inhib	5	3	-4
Dyrk1A ADPGlo	24	3	14
AI-2 QS mod	17	1	17
GSK3A inh	5	-3	-1
GSK3beta inhib	-10	-4	-5
HDAC3 inh	-2	nt	-4
Platelet DG rel	1	4	9
HSP90 refold inh	23*	1	-3
HSF1 activator	40	7	-4
PolyA inhibitor	i	i	i

The listing continues:
25. COc1cccc(-c2csc(N3CCN(Cc4ccccc4)CC3)n2)c1
26. COc1ccc(CN2C(=O)/C(=C/c3ccncc3)SC2=S)cc1
27. COc1cc2ccccc2cc1C(=O)Nc1cccnc1
28. Cc1ccc(C(=O)NCC(=O)N2CCN(c3ccccc3)CC2)cc1
29. N#C/C(=C\c1ccc(O)c(O)c1)S(=O)(=O)c1ccccc1
30. Cc1ccc(CN2CC(C(=O)N3CCN(S(=O)(=O)c4ccc(C(C)C)cc4)CC3)CC2=O)cc1 (stereo not drawn)
screen / no.	25	26	27	28	29	30
HSF1 inhib	5	1	14	-4	4	10
Dyrk1A ADPGlo	0	-2	6	nt	2	3
AI-2 QS mod	11	1	21	24	36	37
GSK3A inh	-1	-2	-5	-2	2	-3
GSK3beta inhib	-4	-1	-1	4	3	-1
HDAC3 inh	1	2	-5	1	?	5
Platelet DG rel	14	-2	-6	-3	0	-7
HSP90 refold inh	4	1	1	1	-1	nt
HSF1 activator	-16	0	17	-3	4	3
PolyA inhibitor	i	i	i	i	i	i

31. CCc1ccccc1NC(=O)c1ccc(-n2c(C)ccc2C)cc1
32. O=C(COC(=O)CSc1ccc2ccccc2c1)NC1CC1
33. Cc1ccc(S(=O)(=O)CCSc2nc(C)cc(C)c2C#N)cc1
34. CCC(=O)Nc1ccc(N2CCCCC2)c(C(=O)Nc2ccc(OC)cc2)c1
35. CCCCOc1ccc(-c2ncc(Cl)cn2)cc1
36. COC(=O)CSc1nc(C)c(Oc2ccccc2)c(=O)[nH]1
screen / no.	31	32	33	34	35	36
HSF1 inhib	3	-10	6	-5	26	-7
Dyrk1A ADPGlo	-2	3	1	-8	-1	-3
AI-2 QS mod	7	12	21	-5	14	16
GSK3A inh	-2	-2	2	3	-7	-13
GSK3beta inhib	0	2	-16	1	-1	2
HDAC3 inh	-1	10	-1	nt	4	-3
Platelet DG rel	nt	0	-3	-21	-1	0
HSP90 refold inh	4	3	1	6	-3	-1
HSF1 activator	15	1	13	3	17	2
PolyA inhibitor	i	i	i	i	i	i

37. COc1ccc(/C=C/C(=O)Nc2ccccc2C(=O)NCC(c2ccc(OC)cc2)N(C)C)cc1 (stereo not drawn)
38. CCCCCC(=O)Nc1nc(C)c(-c2csc(Nc3cc(OC)ccc3OC)n2)s1
39. CCNc1nc(N)c(C(=C(C#N)C#N)c2ccccc2)s1
40. Cc1ccc(N=C2SC(C(=O)NCCc3ccccc3)CC(=O)N2C)cc1C (stereo not drawn)
41. Cc1ccc(S(=O)(=O)N2CCC(C(=O)N3CCN(c4ccccn4)CC3)CC2)cc1
42. COc1cc2nc(CN(C)Cc3ccc(C(C)(C)C)cc3)[nH]c(=O)c2cc1OC
screen / no.	37	38	39	40	41	42
HSF1 inhib	-59*	-2	1	18	5	-40
Dyrk1A ADPGlo	2	16	-1	1	-8	-4
AI-2 QS mod	12	25	5	13	22	15
GSK3A inh	0	-2	14	0	2	6
GSK3beta inhib	0	-1	2	-2	1	0
HDAC3 inh	8	14	-85	12	-5	-2
Platelet DG rel	-1	9	4	3	-13	1
HSP90 refold inh	6	3	-3	-1	-1	-2
HSF1 activator	-60	-4	-11	70*	4	-53
PolyA inhibitor	i	i	i	i	i	i

43. CN=c1scc(-c2ccccc2F)n1/N=C/c1ccc(O)c(O)c1O
44. NC(=O)NC(=O)COC(=O)CN1C(=O)C2CCCCC2C1=O (stereo not drawn)
45. COc1ccc(NC(=O)c2ccccc2)cc1NS(=O)(=O)c1ccc(F)cc1
46. CC(C(=O)NC(=O)NC1CCCCC1)N(C)CC(=O)Nc1ccc(F)c(F)c1F (stereo not drawn)
47. CC1=C(C(=O)OCc2ccccc2)C(c2cccs2)N2C(=O)CCSC2=N1 (stereo not drawn)
48. CC(C)CCN(C(=O)Nc1ccc(Cl)cc1)C1CCN(C(C)C)CC1
49. Cc1ccc(-n2ncc3c(=O)n(CC(=O)N(C)C)cnc32)cc1
50. CCOC(=O)CNC(=O)c1nn(-c2ccc(OCC)cc2)c(=O)c2ccccc12
51. COc1ccc(/C=C/C(=O)Nc2ccc(C)cc2)cc1S(=O)(=O)N1CCOCC1
screen / no.	43	44	45	46	47	48	49	50	51
HSF1 inhib	-65*	4	5	-6	-9	7	2	nt	-3
Dyrk1A ADPGlo	19	-1	-4	5	-1	-1	-2	-2	3
AI-2 QS mod	42	39	16	29	10	7	14	nt	26
GSK3A inh	nt	nt	11	0	-2	1	-8	-1	-3
GSK3beta inhib	1	0	0	-2	7	-5	2	nt	-4
HDAC3 inh	nt	nt	-1	2	0	-1	-3	5	5
Platelet DG rel	77*	-3	3	-10	-1	-13	-5	nt	3
HSP90 refold inh	22*	-4	2	nt	0	2	-3	15	0
HSF1 activator	-69	-1	-13	-11	15	18	0	nt	-2
PolyA inhibitor	i	i	i	i	i	i	i	nt	i

Screens: PubChem BioAssay, several laboratories
